Bioassay records (PubChem)
Wee1 degr inh – inhibitors of human Wee1 degradation | HeLa Luc-Wee1K328M stability, luciferase luminescence; 100% = proteasome inhibitor MG132 effect | P30291 | actives 1.2% (n = 220,000) | reporter increase, % at 5 µM | AID 1321;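 active = activation above the mean of all tested compounds plus 3 SD, set per screening run, cut at about 8.8% in these data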;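 note: cells exposed to compound for 20 h before luminescence read; 0% = DMSO alone and 100% = MG132 at 30 µM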
zfTRPN1 agonist – activates the zebrafish TRPN1 channel; HEK293 zebrafish TRPN1-YFP, Fluo-8 calcium fluorescence; 100% = response to 87 µM carbachol; activation, % at 3 µM; actives 0.18% (n = 220,000); AID 1424;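 active = activation above its plate's cutoff, the mean activation of test wells on that plate plus 3 SD, cut at about 19% in these data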;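 note: 0% = DMSO alone and 100% = 87 µM carbachol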
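Control set: carbachol 87 µM as high control, DMSO as low control; system: HEK293 stable line with zebrafish TRPN1-YFP; read-out: % activation versus carbachol response; detection: intracellular calcium fluorescence with Fluo-8; doses: single test compound dose, 3 µM nominal, 0.3% DMSO; schedule: dye 1 h 37 °C plus 30 min RT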
BaF3 parental – reduces parental Ba/F3 cell viability, JAK2V617F counter-screen. CellTiter-Glo ATP luminescence. inhibition, % at 5.6 µM. actives 1.1% (n = 220,000). AID 1486;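 active = inhibition above a per-campaign cutoff, the mean inhibition of all tested compounds plus 3 SD, cut at about 27% in these data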;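 note: 0% = DMSO wells and 100% = JAK Inhibitor I control wells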
CHOP inh – blocks CHOP induction under ER stress | CHO-K1 CHOP-promoter luciferase, tunicamycin-induced, 15-18 h | inhibition, % at 10 µM | actives 3.8% (n = 220,000) | AID 2732;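 active = compounds that reduced the stress-induced luciferase reporter signal by more than about 70% of percent inhibition, limit read from the data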;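 note: 0% = tunicamycin plus vehicle and 100% = wells without tunicamycin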
PPC-1+TRAIL kill – compounds killing PPC-1 cancer cells with TRAIL present (potentiator screen, no TRAIL-free arm); PPC-1 cells + TRAIL, ATPLite viability luminescence; cell killing (% activity), % at 4 µM; actives 0.41% (n = 220,000); AID 1443;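 active = cell killing above 50% in the first pass at 4 µM, then a duplicate retest at 5 µM averaging 50% or more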;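 note: plate controls were cells with TRAIL plus DMSO for no effect and medium-only wells lacking cells for full effect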
TRPML3 ag – activates the human TRPML3 channel. activation, % at 3 µM. Q8TDD5. HEK293 TRPML3-YFP, Fluo-8 calcium fluorescence; 100% = the carbachol control signal. actives 0.29% (n = 220,000);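 active = activation above its plate's cutoff, the mean activation of the plate's test wells plus 3 SD, cut at about 12% in these data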;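 note: 0% = DMSO only wells and 100% = carbachol wells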
Target sequence (Q8TDD5 whole entry, looked up): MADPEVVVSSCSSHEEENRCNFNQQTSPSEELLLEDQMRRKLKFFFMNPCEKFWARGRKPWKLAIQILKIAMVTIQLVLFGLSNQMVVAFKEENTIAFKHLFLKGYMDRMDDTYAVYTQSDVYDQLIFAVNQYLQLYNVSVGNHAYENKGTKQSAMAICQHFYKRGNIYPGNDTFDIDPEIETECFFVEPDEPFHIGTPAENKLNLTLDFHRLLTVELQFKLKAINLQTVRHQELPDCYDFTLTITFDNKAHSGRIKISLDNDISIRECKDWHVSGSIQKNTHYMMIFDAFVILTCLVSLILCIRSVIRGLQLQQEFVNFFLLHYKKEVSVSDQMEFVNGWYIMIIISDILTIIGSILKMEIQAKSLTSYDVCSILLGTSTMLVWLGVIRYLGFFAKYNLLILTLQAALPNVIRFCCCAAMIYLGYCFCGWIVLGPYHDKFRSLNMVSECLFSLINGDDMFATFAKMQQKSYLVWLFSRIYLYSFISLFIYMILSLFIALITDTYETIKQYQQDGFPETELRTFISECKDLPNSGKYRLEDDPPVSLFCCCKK
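Material: TRPML3-YFP stable HEK293 cells | Dosing: One concentration, 3 µM nominal, 0.3% DMSO | Timing: 125 s total fluorescence read per well | Technique: Fluo-8 calcium dye fluorescence, ex 470-495, em 515-575 nm | Measure: Percent activation from peak-to-basal fluorescence ratio, scaled between DMSO and carbachol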
RBBP9 inh – human RBBP9 hydrolase inhibition | recombinant RBBP9, FP-Rh probe fluorescence polarization | AID 1515 | actives 0.2% (n = 220,000) | inhibition, % at 7.94 µM;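 active = inhibition above the campaign mean of all tested compounds plus 3 SD, cut at about 14% in these data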;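 note: plate controls were DMSO wells with RBBP9 for no effect and wells lacking RBBP9 protein for full effect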
Target sequence (O75884 whole entry, looked up): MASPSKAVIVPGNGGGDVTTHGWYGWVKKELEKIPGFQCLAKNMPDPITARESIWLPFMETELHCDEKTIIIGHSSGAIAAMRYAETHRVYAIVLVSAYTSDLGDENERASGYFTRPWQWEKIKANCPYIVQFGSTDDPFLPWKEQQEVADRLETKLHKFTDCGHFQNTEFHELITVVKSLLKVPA
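Measured by – fluorescence polarization · Test system – RBBP9 protein · Input – 2.5 µM RBBP9 dispensing solution, before mixing · Measure – percent inhibition from mP, scaled between DMSO and no-protein wells · Benchmarks – DMSO-treated enzyme wells and wells lacking RBBP9 · Times – preincubation 30 min plus labeling 45 min at 25 °C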
Ba/F3 V617F tox – reduce viability of Ba/F3 cells dependent on JAK2V617F. Ba/F3 EpoR-JAK2V617F viability, ATP luminescence. inhibition, % at 5.6 µM. actives 1.1% (n = 220,000);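 active = inhibition above the campaign mean plus 3 SD over all tested compounds, cut at about 24% in these data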;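 note: cytokine-independent growth of Ba/F3 cells driven by EpoR plus mutant JAK2; 0% = DMSO-treated cells and 100% = JAK inhibitor I control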
TNF necrop inh – blocks TNF-alpha induced death of Jurkat FADD-/- cells; Jurkat FADD-/- TNF necroptosis rescue, ATP luminescence, 24 h; 0 = TNF only, 100 = no-TNF cells; activation (protection from cell death), % at 10 µM; actives 0.068% (n = 220,000);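 active = activation, meaning protection from cell death, of at least 50% relative to plate controls; inactive = activation below 50%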;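 note: necroptosis triggered by 40 ng/mL TNF-alpha added together with compound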
An asterisk follows results filed as active; / = not tested or not shown.

mol	Wee1 degr inh	zfTRPN1 agonist	BaF3 parental	CHOP inh	PPC-1+TRAIL kill	TRPML3 ag	RBBP9 inh	Ba/F3 V617F tox	TNF necrop inh
OCC(CO)(CO)N=Cc1c(O)ccc2ccccc12	2.7	0.5	4.1	-2.8	-17.3	0.2	-1.4	-1.6	-6.3
CN(C)c1ccc(/C=N/N2C(=O)c3ccccc3C2=O)cc1	-0.7	0.4	0.3	33.5	6.7	0.2	3.6	-4.0	-0.2
Cc1cc(C)n(C(=O)c2cccc(S(=O)(=O)N3CCCC3)c2)n1	-1.8	-1.9	-1.4	25.7	-9.8	0.0	4.7	-5.5	0.8
O=C(Cn1ncc2c1-c1ccccc1OC2)Nc1ccc(S(=O)(=O)N2CCCCC2)cc1	2.7	0.5	4.9	86.4*	1.7	0.7	-16.4	-1.7	-0.6
O=C(NC(=S)NNC(=O)[C@H]1C[C@@H]1c1ccccc1)c1cccc(F)c1	-0.8	1.5	-4.1	18.0	5.4	1.1	-8.5	-2.1	-2.4
CCC(=O)Nc1cc(-c2nn(C)c(=O)c3ccccc23)ccc1N1CCOCC1	4.5	0.5	1.9	-2.2	-0.7	0.8	5.0	-3.9	-0.7
COc1cccc(NC(=O)COC(=O)c2ccc(S(=O)(=O)NCc3ccco3)cc2)c1	4.0	0.7	2.0	19.8	19.9	1.1	1.2	-4.4	-0.4
CC(/C(O)=C(\C#N)c1nc2ccccc2n1C)N1C(=O)c2ccccc2C1=O (configuration not stated)	1.5	0.6	2.4	-13.2	-1.0	0.4	1.1	-2.0	-0.4

Next section, starting with the last 2 of the part before.
mol	Wee1 degr inh	zfTRPN1 agonist	BaF3 parental	CHOP inh	PPC-1+TRAIL kill	TRPML3 ag	RBBP9 inh	Ba/F3 V617F tox	TNF necrop inh
COc1cccc(NC(=O)COC(=O)c2ccc(S(=O)(=O)NCc3ccco3)cc2)c1	4.0	0.7	2.0	19.8	19.9	1.1	1.2	-4.4	-0.4
CC(/C(O)=C(\C#N)c1nc2ccccc2n1C)N1C(=O)c2ccccc2C1=O (configuration not stated)	1.5	0.6	2.4	-13.2	-1.0	0.4	1.1	-2.0	-0.4
Cc1ccc(C)c(NC(=O)COC(=O)CCc2ccc(S(=O)(=O)N3CCOCC3)cc2)c1	-1.1	2.5	3.8	-5.2	13.8	2.2	-7.3	1.5	0.3
COc1ccc(-n2c(Cc3cccn3C)nnc2SCC(=O)Nc2cc(Cl)ccc2OC)cc1	0.9	0.4	6.2	29.4	14.5	0.6	-6.4	1.6	4.1
CCOc1ccc(NC(=O)COC(=O)C23CC4CC(CC(C4)C2)C3)c([N+](=O)[O-])c1	-3.0	-0.1	6.2	15.4	-3.7	-0.2	-8.6	2.7	2.6
COc1ccc(N2CCN(C(=O)c3cccc(N4C(=O)C5CC=CC(C)C5C4=O)c3)CC2)cc1 (configuration not stated)	0.1	2.1	2.5	30.6	/	1.2	0.3	-0.6	-0.8
CCOC(=O)Cc1cc(=O)n2[nH]c(C)cc2n1	-1.1	0.3	0.7	2.6	15.2	0.8	-12.6	-7.9	0.5
O=c1c2ccccc2c(-c2ccc(O)cc2)nn1-c1cccc(C(F)(F)F)c1	3.3	0.8	2.8	93.7*	4.4	0.5	-4.3	1.6	7.0
O=C1C2C3C=CC(C2C(=O)N1c1cccc(O)c1)C1C2C(=O)N(c4cccc(O)c4)C(=O)C2C31 (configuration not stated)	-2.5	0.4	5.9	19.2	15.3	0.6	-2.8	2.6	-0.7
CCOC(=O)c1cnc2cc(C)nn2c1C	-0.3	2.0	3.1	15.5	12.2	1.2	0.3	-1.3	0.4
CCCN1CCN(C(=S)Nc2ccc([N+](=O)[O-])cc2)CC1	-3.6	2.3	5.5	6.8	13.7	0.8	-2.8	-1.8	2.4
CCCn1c(C2CC(=O)N(c3ccc(C)cc3)C2)nc2ccccc21 (configuration not stated)	-1.2	-0.8	2.8	-12.4	10.0	-1.1	-1.9	3.2	-0.2
COC(=O)c1cn(C(=O)c2ccco2)c2ccccc12	0.3	-0.2	3.1	28.5	5.6	0.6	-3.0	0.4	-4.6
O=C(NNc1nc2ccccc2s1)c1ccccc1F	-1.6	-0.2	0.6	8.3	2.2	-0.8	2.0	-3.9	13.9
CCOC(=O)c1sc2nc(CC(=O)OC)nc(NCCN(CC)CC)c2c1C	-2.6	-0.6	4.0	7.8	28.7	0.8	1.7	-1.7	1.3
COC(CNC(=O)c1cc(C)nn1-c1ccccc1)OC	0.1	-1.7	-0.9	-14.2	12.8	0.9	3.8	-1.3	-1.7
CC(C)[C@H](NC(=O)NCc1ccc(Cl)cc1)C(=O)O	-0.5	1.1	4.0	0.0	1.5	0.3	5.3	-1.4	-1.4
COC(=O)c1c(NC(=O)C(C)(C)C)csc1C	5.0	1.9	1.9	21.0	8.8	-0.2	-7.3	-3.0	-1.1
Cc1nc2ccc(Br)cn2c(=O)c1Cl	-1.9	1.3	-0.5	37.1	-8.2	0.2	-8.6	-3.6	0.5
CCOC(=O)N1CCC(N2C(=O)c3ccccc3C2Nc2cc(Cl)c(OC)cc2OC)CC1 (configuration not stated)	1.5	-0.4	3.2	2.5	9.5	-1.6	-3.9	1.1	4.5
CC1CCN(c2c(NCC3CCC(C(=O)NC4CCCCCC4)CC3)c(=O)c2=O)CC1 (configuration not stated)	-1.3	-1.2	0.9	12.4	4.1	0.0	-4.6	0.2	-0.8
COc1cccc(NC(=O)COc2nc3ccccc3nc2C)c1	5.6	2.0	6.9	-0.1	18.4	0.4	-6.3	-0.4	0.1
CCOc1ncccc1C(=O)Nc1ccc(OC)c(S(=O)(=O)N2CCCCC2)c1	-3.5	-1.1	12.5	10.4	6.2	0.4	-3.2	4.3	0.0
Cc1ccnc(NC(=O)Nc2cccc(F)c2)n1	3.3	0.9	3.6	-2.5	2.8	1.1	-1.1	2.1	0.1
CCOC(=O)C(NC(=O)c1cccnc1)(Nc1cccc(C)n1)C(F)(F)F (configuration not stated)	-0.9	0.8	-1.7	16.2	2.5	0.6	3.5	-4.3	0.0
Cc1nc2ccccc2c(=O)n1NC(=O)Cc1ccc([N+](=O)[O-])cc1	-3.0	0.6	-0.5	9.0	24.1	1.0	-1.7	-0.6	1.8
O=S(=O)(CCc1nc2ccccc2[nH]1)c1ccc(Cl)cc1	-0.5	-0.2	5.2	4.5	10.2	-0.6	-7.1	1.4	0.5
Cc1nn(-c2ccccc2)c2c1C(c1ccc([N+](=O)[O-])cc1)C(C#N)=C(N)O2 (configuration not stated)	-0.2	-1.7	1.9	24.6	5.9	-0.5	6.5	-4.7	-0.5
O=C(CSc1cccc2cccnc12)N/N=C/c1ccc(F)cc1	3.3	-1.0	-5.6	9.0	12.2	-0.1	-7.5	1.6	-0.9
COc1cccc(C(=O)N2CCN(Cc3cn[nH]c3-c3ccc(F)cc3F)CC2)c1	-0.6	0.3	1.1	13.2	11.4	0.8	-2.8	0.8	0.3
COc1ccc(/C=C/C(=O)NC(=S)N2CCSCC2)cc1	-1.6	1.4	5.1	0.1	20.0	-0.2	-11.8	5.1	0.5
Clc1cccc(N/N=C/c2ccncc2)c1	-2.6	-0.7	3.8	-8.1	3.4	0.4	-6.7	-0.8	-1.2
COc1cc(NC(=O)c2cnn3c(C(F)F)cc(C4CC4)nc23)c(OC)cc1Cl	-1.0	0.6	10.0	-2.3	1.4	1.2	0.2	2.3	0.2
COc1ccc(/C=N/NC(=O)c2nonc2C)cc1	0.4	0.8	3.1	23.7	14.1	0.0	-5.3	-0.2	-2.3
Cc1cc(C(=O)OCC(=O)Nc2ccccc2)c(C)o1	-0.1	-1.2	0.8	6.1	5.5	0.2	-4.1	-1.3	0.4
Cc1c(NC(=S)/C=C2\N(C)c3ccccc3C2(C)C)c(=O)n(-c2ccccc2)n1C	-1.1	1.9	49.8*	3.1	15.1	2.0	-9.5	8.5	-0.8
COC(=O)c1c(NC(C)=O)sc(C)c1C	-2.4	-0.8	1.4	12.4	32.6	0.3	-14.3	-2.3	-0.7
CCOCc1nnc(NC(=O)c2ccc(NC(C)=O)cc2)s1	4.0	1.1	3.6	8.0	5.2	0.5	-3.7	1.5	0.3
CCCCNC(=S)NC(=O)c1ccc([N+](=O)[O-])cc1	-1.4	-2.9	6.9	13.0	15.6	0.0	-3.6	-0.8	-2.8
COc1ccc(/C=N/NC(=O)c2ccc(COCC(F)(F)C(F)F)cc2)cc1	1.2	-2.5	-2.8	17.5	47.1	0.3	0.4	-2.3	0.4
O=C(NCC1CCCO1)c1cc2c(s1)CCC2 (configuration not stated)	0.5	-1.1	0.4	-46.5	-0.5	0.2	-7.0	-3.1	2.3
CCC(Cc1ccccc1)NC(=O)C1=C(C)C(=O)OC12CCC(C)CC2 (configuration not stated)	1.1	0.2	9.9	4.6	-7.4	0.8	-6.5	1.5	-1.3
O=C(c1coc(=O)c(Br)c1)N1CCCc2ccccc21	-0.6	0.3	3.7	/	13.5	0.6	-0.1	2.3	-1.1
C=CCCCCCCCCC(=O)NNC1=CC(=O)CC(C)(C)C1	3.7	-0.6	2.2	0.4	14.1	-0.4	-9.0	0.7	-1.4
CC(=O)Nc1cc(C(C)(C)C)c(O)c(C(C)(C)C)c1	-0.5	-1.6	0.3	-10.2	7.2	-0.2	4.2	-5.0	0.3
Cc1c(C(=O)NC(C(C)C)C(C)C)cccc1[N+](=O)[O-]	2.8	-0.3	4.8	35.7	13.8	0.8	-7.6	-0.1	1.9
O=C(COc1ccc(Cl)cc1)NCc1nnc(SCC(=O)Nc2ccccc2)o1	-0.2	-1.3	5.3	14.8	-13.3	0.1	-16.6	3.9	-1.5
CCCNC(=O)NS(=O)(=O)c1cnccc1Sc1ccc(Cl)cc1	0.0	-0.8	4.6	-19.0	-6.0	0.4	-5.5	1.2	-0.9
CC(NC(=O)Nc1ccc([N+](=O)[O-])cc1)C(c1ccccc1)N1CCOCC1 (configuration not stated)	-2.3	0.7	0.5	-24.6	14.4	0.4	0.3	-3.1	2.2
O=C(c1cnc(N2CCN(c3ncccn3)CC2)c2ccccc12)N1CCN(c2ccccn2)CC1	-2.3	2.0	7.3	3.1	12.5	0.3	-7.8	-0.7	-9.1
Cc1cccc(NCc2nc(SCC(N)=O)n[nH]2)c1	1.8	0.8	-1.1	16.7	23.0	0.7	-0.6	2.4	-0.3
CC(O)c1n(C)c(Cl)c[n+]1C (configuration not stated)	3.8	0.2	6.4	-32.1	-21.1	0.1	6.1	3.0	-0.4
